Rac1 GTP hydrolysis = MgcRacGAP GTPase-activating activity inhibitors, confirmation, biochemical, ADP Hunter fluorescence; Rac GTPase-activating protein 1 (Homo sapiens); MgcRacGAP-stimulated Rac1 GTP hydrolysis, ADP Hunter fluorescence; higher % means a stronger effect; GST-tagged Rac1 F28L mutant substrate; inhibition, % at 30 µM; hits with a dose series show IC50 in µM; hit rate 0.6% among 340,000; AID 624330, 2012;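 active = first-screen hits whose inhibition reached a set limit at any dose in the follow-up dose series; inconclusive = inhibition above the set first-screen limit but never retested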;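 note: fluorescence reports GDP produced by GAP-driven GTP hydrolysis; strong numbers were not always called active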
HIV peptide binding = inhibitors of HIV fusion peptide binding, primary screen, biochemical, uHTS, fluorescence dequenching (AID 1986); inhibition, % at 20 µM, or IC50 in µM where a hit was titrated; hit rate 0.3% among 290,000; cell-free peptide binding, fluorescence dequenching, 30 min; higher % means a stronger effect; in the data active = inhibition mostly above about 52%, no sharp cut-off; inactive = mostly below about 76%; note: some results filed as inactive read as strong as hits
Siah-1 displacement = Siah-1 peptide-binding antagonists, primary screen, biochemical, fluorescence polarization, rhodamine-plectin, uHTS (AID 1817); E3 ubiquitin-protein ligase SIAH1 (Homo sapiens); Siah-1 / rhodamine-plectin peptide fluorescence polarization; higher % means a stronger effect; displacement, % at 20 µM, or IC50 in µM where a hit was titrated; hit rate 0.02% among 290,000;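 active = displacement of at least 50% at 20 µM, with a fluorescence ratio check between 0.3 and a set limit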;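 note: plate controls were Siah plus tracer with DMSO for no effect and tracer alone without Siah for full effect; strong numbers were not always called active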
RSV CPE inhibition = RSV antiviral activity via CPE protection, HEp-2 cells, primary 10 µM value included (AID 2391). one-dose CPE inhibition, % at 10 µM; IC50 in µM for titrated hits. HEp-2 cells, RSV-induced CPE inhibition; higher % means a stronger effect. hit rate 0.13% among 310,000; in the data active = a potency from the dose series; inconclusive = CPE inhibition mostly from about 23% at the one dose, without a potency; inactive = the rest, 99 in 100 with CPE inhibition below about 21%; note: strong numbers were not always called active
AID2073 = inhibitors of Mint1-CaV2.2 protein interaction, biochemical, HTRF (AID 2073); HTRF protein-protein interaction, Mint1-CaV2.2; higher % means a stronger effect; Voltage-dependent N-type calcium channel subunit alpha-1B (Homo sapiens); inhibition, % at 20 µM, or IC50 in µM where a hit was titrated; hit rate 0.19% among 290,000; in the data active = inhibition mostly above about 51%, no sharp cut-off; inconclusive = no clear call, values can overlap the other calls; inactive = mostly below about 53%; note: some results filed as inactive read as strong as hits
Large T inhibition = SV40 large T antigen inhibitors, biochemical (AID 1903); SV40 large T antigen ATPase/helicase inhibition assay; higher % means a stronger effect; inhibition, % at 20 µM; hits with a dose series show IC50 in µM; hit rate 0.39% among 310,000; in the data active = a potency from the dose series; inconclusive = inhibition mostly from about 32% at the one dose, without a potency; inactive = the rest, 99 in 100 with inhibition below about 32%; note: strong numbers were not always called active
LYP phosphatase = inhibitors of LYP phosphatase, biochemical, fluorescence intensity, uHTS (AID 1779); recombinant LYP phosphatase, fluorescence intensity; higher % means a stronger effect; inhibition, % at 11.5 µM, or IC50 in µM where a hit was titrated; hit rate 0.054% among 290,000; in the data active = inhibition above about 50%;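 note: plate controls were vehicle with enzyme for no effect and no enzyme for full effect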
XIAP displacement = XIAP antagonists, biochemical, IAP family, fluorescence polarization (AID 1018); E3 ubiquitin-protein ligase XIAP (Homo sapiens); XIAP BIR domain, fluorescence polarization peptide displacement; higher % means a stronger effect; displacement, % at 20 µM; hits with a dose series show IC50 in µM; hit rate 0.007% among 200,000; in the data active = displacement above about 50%; note: a part of the inactive calls stands beside numbers as strong as those of hits
NS5 inhibitors = Dengue-2 NS5 methyltransferase inhibitors, primary screen, biochemical, confirmation dose response (AID 588689); hit rate 0.3% among 340,000; Genome polyprotein (Dengue virus type 2 (strain 16681-PDK53)); one-dose inhibition, % at 25 µM; IC50 in µM for titrated hits; Dengue-2 NS5 methyltransferase capping enzyme assay, biochemical; higher % means a stronger effect; in the data active = a potency from the dose series; inconclusive = inhibition above about 29% without an active follow-up result
NS5 inhibitors pilot replicate = further read-out of NS5 inhibitors, marked with its call; inhibition, %; measured here: pilot screen replicate inhibition
An asterisk follows results filed as active; ? = inconclusive; · = no result given.

SMILES | Rac1 GTP hydrolysis | HIV peptide binding | Siah-1 displacement | RSV CPE inhibition | AID2073 | Large T inhibition | LYP phosphatase | XIAP displacement | NS5 inhibitors | others
c1ccc(-c2nc(-c3cccnc3)cs2)cc1 | 7% | -1.4% | 7% | 16% | -1% | 0% | -4% | · | -12%
O=C(C1CC1)N1CCc2cc(Br)cc(S(=O)(=O)NCc3ccco3)c21 | 6% | -1.0% | 4% | 0.4% | -4% | 3% | -5% | -4.9% | 0%
Nc1nc(SCC(=O)NCc2ccco2)[nH]c(=O)c1-c1ccccc1 | 2% | 0.6% | 1% | 5.2% | 6% | -4% | -16% | -13% | -6%
CC1CCCCN1S(=O)(=O)c1ccc([N+](=O)[O-])cc1 (configuration not stated) | 8% | -0.1% | 3% | 2.9% | 4% | 7% | 1% | · | -9%
COc1ccc2c(c1)c(=O)oc1cc3oc(C)c(C)c3cc12 | · | 1.2% | 7% | · | 27% | 12% | -4% | -6.5% | ·
COc1ccc(CN2CCC(n3nccc3NC(=O)c3cccc(F)c3)CC2)cc1O | -4% | -2.6% | -1% | -1.0% | 22% | 9% | -5% | · | -2%
Cc1ccc(C2/C(=C(\O)c3cnn(-c4ccccc4)c3C)C(=O)C(=O)N2CCN(C)C)o1 (configuration not stated) | 7% | 1.3% | 8% | -0.9% | -14% | 3% | -3% | -22% | -7%
CN(C)CCn1c(=O)n(Cc2ccco2)c(=O)c2c3c(sc21)CCCCC3 | 4% | 0.2% | 3% | -1.3% | -7% | 11% | -8% | -2.4% | -3%
COc1ccc(C2C(C(=O)Nc3cccc(OC)c3)c3ccccc3C(=O)N2C)cc1 (configuration not stated) | 1% | 1.2% | 1% | -0.9% | 3% | 3% | -1% | -2.7% | -4%
CCOc1ccc(CNC2CCCCCCC2)cc1OC | 7% | 3.4% | 4% | -0.6% | 6% | 13% | -7% | · | -11%
Cn1c(SCC(=O)Nc2ccccc2)nc(O)cc1=O | 5% | 7.4% | 2% | 3.4% | 29% | 11% | 1% | -2.8% | -11%
COc1ccc(CCC(=O)N2CCN(C3CCCCC3)CC2)cc1 | 7% | -0.1% | 0% | -0.8% | -7% | 0% | -9% | 2.6% | -7%
COC(=O)c1cc2occc2n1Cc1nc(-c2ccccc2F)oc1C | 6% | -0.2% | 0% | 1.8% | 14% | 11% | -4% | · | -2%
COc1ccccc1NC(=O)CC12CC3CC(CC(Br)(C3)C1)C2 | 8% | -1.8% | 0% | 0.9% | 12% | 6% | -6% | · | -5%
N=c1c(C(=O)NCC2CCCO2)cc2c(=O)n3ccccc3nc2n1Cc1cccnc1 (configuration not stated) | 10% | 4.7% | -1% | -0.3% | 20% | -1% | -47% | -1.4% | ?
CCOc1ccc(C(=O)/C=C/c2cc(OC)c(OC)c(OC)c2)cc1 | -1% | -0.3% | 0% | -1.8% | 6% | 11% | -3% | -3.5% | -5%
COCCn1c(C(=O)N2CCCC2)cc2c1C[C@H]1CN(C(=O)c3ccccc3)[C@@](Cc3ccc(F)cc3)(C(=O)OC)[C@@H]21 | · | -1.6% | 2% | 0.8% | -7% | 15% | 35% | -10% | ·
Cc1ccc(-n2c(-c3cc(-c4ccco4)[nH]n3)n[nH]c2=S)c(Br)c1 | 8% | 37% | -7% | 0.2% | 1% | 62% | 5% | · | -3%
Cc1ccc2c(Cl)cc(Cl)c(OCC(=O)Nc3cc(S(=O)(=O)N(C)C)ccc3C)c2n1 | -14% | 0.8% | 4% | 19% | 12% | 3% | 7% | 3.2% | -5%
CN(C)c1ccc(CNC(=O)C2CCN(S(=O)(=O)c3ccc4c(c3)CCCC(=O)N4)CC2)cc1 | 11% | 0.2% | 7% | -0.5% | 35% | 16% | -8% | · | -5%
CN=C(Nc1ccccc1OC)SC1CC(=O)N(c2ccc(C(=O)OC)cc2)C1=O (configuration not stated) | 1% | -1.0% | -1% | 2.1% | -5% | 3% | -1% | -9.4% | -2%
O=c1oc2ccccc2c(O)c1C=Nc1cccnc1 | 2% | 10% | 6% | -1.0% | ? | 1% | -2% | 0.7% | -5%
CN(C)S(=O)(=O)N1CCC(Oc2ccc(C(=O)NCCc3cscn3)cc2)CC1 | 6% | 0.9% | 1% | 0.4% | 19% | 7% | -5% | · | -2%
Cc1cc(C)n(CC(=O)c2cccc(N)c2)n1 | 2% | -0.1% | 8% | -1.6% | -3% | 9% | -10% | -3.9% | -5%
O=C1C(c2ccncc2)=C(O)c2ccccc21 | 1% | -2.2% | 3% | 0.6% | 8% | 4% | 2% | -10% | 2%
The list continues:
SMILES | Rac1 GTP hydrolysis | HIV peptide binding | Siah-1 displacement | RSV CPE inhibition | AID2073 | Large T inhibition | LYP phosphatase | XIAP displacement | NS5 inhibitors | others
c1ccc(N2CCN(Cc3nnnn3C3CCCCC3)CC2)cc1 | -1% | -1.0% | -6% | 1.8% | 1% | 2% | -6% | -3.2% | 1%
COc1ccccc1-c1ccc(SCc2ccc([N+](=O)[O-])cc2)nn1 | 6% | -2.4% | 7% | ? | -1% | 4% | 2% | -4.1% | -4%
Nc1c(Br)cc(Br)c(N2CCCC2=O)c1Br | 13% | -0.2% | 2% | -1.0% | 0% | 8% | -8% | -0.7% | -6%
Cc1ccc2cc(CN(CCCO)S(=O)(=O)c3ccccc3F)c(=O)[nH]c2c1C | -1% | -0.2% | 2% | 2.6% | 2% | -4% | -6% | · | -3%
Cc1cc(NC(=O)CCC(=O)N(c2ccc(F)cc2)C(C(=O)NC2CCCC2)c2cccnc2)no1 (configuration not stated) | 8% | 0.2% | 8% | 0.7% | 12% | 11% | -4% | · | 7%
O=C(NCc1nc2ccccc2[nH]1)C1=C[C@@H](C2CC2)C[C@@H](OCc2ccc(CO)cc2)O1 | 7% | -0.1% | 4% | 0.4% | -5% | 6% | 2% | -5.2% | -5%
COc1cccc(OC)c1C(=O)Nc1ccccc1C(=O)N1CCCC1 | 8% | -0.5% | 1% | 0.8% | -1% | 7% | -7% | · | -7%
COc1ccc(CC2(CO)CCN(C(C)Cc3ccc(Cl)cc3)CC2)cc1 (configuration not stated) | 7% | -0.6% | 12% | 0.2% | 17% | 6% | -6% | -5.4% | -10%
Cc1ccc2[nH]c3c(=O)n(Cc4ccccn4)cnc3c2c1 | 1% | -0.5% | -3% | 0.6% | -2% | 6% | 4% | -8.1% | -4%
CCOc1ccccc1N1CC(C(=O)N2CCc3ccccc32)CC1=O (configuration not stated) | 9% | -2.6% | 0% | 0.7% | 0% | 13% | -9% | -4.4% | -5%
COc1ccccc1C(=O)COC(=O)CCNS(=O)(=O)c1ccc(C)c(C)c1 | 2% | · | · | 1.0% | · | 13% | · | · | -1%
CCOC(=O)C1(CCc2ccccc2)CCN(Cc2ccccn2)CC1 | -7% | -0.3% | 4% | 0.3% | 1% | 9% | -4% | -5.5% | -1%
S=C(NC1CCCCC1)N1CCCCC1 | 1% | -1.4% | -5% | 0.5% | -42% | 4% | -4% | · | -12%
CCOc1cc(NC(=S)NCC2CCCO2)c(OCC)cc1NC(=O)CC (configuration not stated) | 2% | 1.2% | 4% | 0.6% | -12% | 13% | -9% | -4.5% | -18%
CC(C)CC(NC(=O)c1ccccc1)C(=O)OCC(=O)Nc1ccc(Br)cn1 (configuration not stated) | 4% | 0.2% | -3% | 0.3% | 0% | 12% | 0% | -0.4% | -4%
O=C(Nc1ccc(F)c(Cl)c1)c1ccccc1 | 12% | · | · | 0.3% | · | 16% | · | · | 4%
CC1(C)CC(=O)C2=C(C1)Nc1ncnn1C2c1cccs1 (configuration not stated) | 0% | -0.4% | 10% | -0.3% | 9% | 21% | 0% | -6.2% | -3%
NC(=O)c1nsc(C(=O)N(Cc2ccco2)C(C(=O)NC2CCCC2)c2ccc(O)cc2)c1N (configuration not stated) | 0% | 0.4% | -7% | · | 7% | · | -14% | · | 3%
COc1ccc(CN(CC(=O)NCCc2ccccc2)C(=O)CCC(=O)Nc2cc(C)ccn2)cc1 | 8% | -0.7% | 4% | 1.6% | -3% | 11% | -2% | · | -2%
CC(OC(=O)C1CC=CCC1C(N)=O)C(Cl)=C(Cl)Cl (configuration not stated) | 5% | 1.7% | 2% | 1.8% | -1% | 24% | -5% | -4.5% | 7% | NS5 inhibitors pilot replicate=-3.0
c1ccc2c(Cn3ccnc3)c[nH]c2c1 | 15% | 1.7% | -1% | 0.6% | 14% | 10% | -16% | -1.4% | -3%
CC1CCCC(NC(=O)c2cc(S(=O)(=O)N3CCOCC3)ccc2F)C1C (configuration not stated) | -10% | -0.5% | 1% | 1.2% | 5% | -4% | -7% | · | -8%
Cn1c(=O)c2c(nc(CN3CCN(C(=O)c4ccco4)CC3)n2Cc2ccccc2F)n(C)c1=O | -6% | -1.3% | 0% | 3.2% | -8% | 8% | -7% | -3.3% | 0%
O=C(CSc1nc(-c2cccs2)cc(C(F)(F)F)n1)NCCCN1CCOCC1 | 0% | -1.5% | -1% | -1.9% | -16% | -4% | -1% | 10% | -1%
CN(C)C(CNC(=O)CCCN1C(=O)c2cccc3cccc(c23)C1=O)c1ccccc1 (configuration not stated) | 12% | -0.8% | 2% | 6.3% | 5% | 6% | -8% | · | 5%
COc1cccc(C(=O)NNC2=CC(=O)CC(C)(C)C2)c1 | 7% | -0.6% | -4% | 0.6% | -6% | 15% | -14% | -4.8% | -9%
COc1ccc(C(=O)NNC(=O)Cc2ccc([N+](=O)[O-])cc2)cc1 | 5% | -1.7% | 4% | 3.0% | -4% | 11% | -4% | -7.7% | 3%
COc1ccc(C(CC(=O)Nc2ncccc2C)N2Cc3ccccc3C2=O)cc1OC (configuration not stated) | 4% | -1.2% | -1% | 5.4% | 23% | -11% | -9% | · | -8%
COc1ccccc1Cn1c(CCCO)nc2ccccc21 | -6% | -1.0% | 4% | 0.4% | -1% | 3% | -8% | -0.1% | -10%

Some of these compounds in order of heavy-atom count, ascending.
SMILES | Rac1 GTP hydrolysis | HIV peptide binding | Siah-1 displacement | RSV CPE inhibition | AID2073 | Large T inhibition | LYP phosphatase | XIAP displacement | NS5 inhibitors | others
COc1ccc2c(c1)c(=O)oc1cc3oc(C)c(C)c3cc12 | · | 1.2% | 7% | · | 27% | 12% | -4% | -6.5% | ·
COc1ccccc1-c1ccc(SCc2ccc([N+](=O)[O-])cc2)nn1 | 6% | -2.4% | 7% | ? | -1% | 4% | 2% | -4.1% | -4%
COC(=O)c1cc2occc2n1Cc1nc(-c2ccccc2F)oc1C | 6% | -0.2% | 0% | 1.8% | 14% | 11% | -4% | · | -2%
CN(C)S(=O)(=O)N1CCC(Oc2ccc(C(=O)NCCc3cscn3)cc2)CC1 | 6% | 0.9% | 1% | 0.4% | 19% | 7% | -5% | · | -2%
Cc1ccc2c(Cl)cc(Cl)c(OCC(=O)Nc3cc(S(=O)(=O)N(C)C)ccc3C)c2n1 | -14% | 0.8% | 4% | 19% | 12% | 3% | 7% | 3.2% | -5%

Screening results as filed in PubChem BioAssay.
